Source: PubChem (several laboratories)
Ba/F3 V617F tox: reduced viability of JAK2V617F-dependent Ba/F3 cells, primary screen, JAK2V617F inhibitor project, cell-based, Ba/F3 EpoR-JAK2V617F, luminescence. ATP luminescence. inhibition, % at 5.6 µM. 1.1% of 220,000 active;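 active = inhibition above the campaign mean plus 3 SD over all tested compounds, cut at about 24% in these data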;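 also: cytokine-independent growth of Ba/F3 cells driven by EpoR plus mutant JAK2; 0% = DMSO-treated cells and 100% = JAK inhibitor I control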
BaF3 parental: parental Ba/F3 cell viability inhibition, counter-screen for JAK2V617F inhibitor project, murine pro-B, CellTiter-Glo luminescence. 1.1% of 220,000 active. AID 1486, 2009. inhibition, % at 5.6 µM. CellTiter-Glo ATP luminescence;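 active = inhibition above a per-campaign cutoff, the mean inhibition of all tested compounds plus 3 SD, cut at about 27% in these data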;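 also: 0% = DMSO wells and 100% = JAK Inhibitor I control wells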
TNF necrop inh: inhibitors of TNF-alpha triggered necroptosis, primary screen, cell-based, Jurkat FADD-/-, single concentration. Jurkat FADD-/- TNF necroptosis rescue, ATP luminescence, 24 h; 0 = TNF only, 100 = no-TNF cells. activation (protection from cell death), % at 10 µM. 0.068% of 220,000 active. AID 463075, 2010;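 active = activation, meaning protection from cell death, of at least 50% relative to plate controls; inactive = activation below 50%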;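 also: necroptosis triggered by 40 ng/mL TNF-alpha added together with compound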
PPC-1+TRAIL kill: compounds killing PPC-1 cancer cells with TRAIL present, primary screen, TRAIL potentiator project, ATPLite luminescence, uHTS | PPC-1 cells + TRAIL, ATPLite viability luminescence | 0.41% of 220,000 active | cell killing (% activity), % at 4 µM;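 active = cell killing above 50% in the first pass at 4 µM, then a duplicate retest at 5 µM averaging 50% or more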;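 also: plate controls were cells with TRAIL plus DMSO for no effect and medium-only wells lacking cells for full effect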
Wee1 stabilizer: Wee1 degradation inhibitors, primary screen, cell-based, HeLa, Wee1K328M-luciferase, luminescence | Wee1-like protein kinase (Homo sapiens), P30291 | 1.2% of 220,000 active | HeLa Luc-Wee1K328M stability; 100% = proteasome inhibitor MG132 effect | reporter increase, % at 5 µM;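 active = activation above the mean of all tested compounds plus 3 SD, set per screening run, cut at about 8.8% in these data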;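 also: cells exposed to compound for 20 h before luminescence read; 0% = DMSO alone and 100% = MG132 at 30 µM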
RBBP9 inhibitor: human RBBP9 inhibitors, primary screen, biochemical, fluorescence polarization, FP-Rh probe, HTS | inhibition, % at 7.94 µM | recombinant RBBP9 | 0.2% of 220,000 active;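 active = inhibition above the campaign mean of all tested compounds plus 3 SD, cut at about 14% in these data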;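 also: plate controls were DMSO wells with RBBP9 for no effect and wells lacking RBBP9 protein for full effect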
Target sequence (O75884 whole entry, looked up): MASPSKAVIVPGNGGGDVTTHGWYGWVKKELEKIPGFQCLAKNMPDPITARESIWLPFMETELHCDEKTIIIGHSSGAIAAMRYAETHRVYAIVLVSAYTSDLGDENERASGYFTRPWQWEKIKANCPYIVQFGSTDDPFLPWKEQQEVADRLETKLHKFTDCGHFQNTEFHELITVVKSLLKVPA
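Test system – recombinant human RBBP9 · Input – RBBP9 2.5 µM in dispensing solution, pre-mixing · Medium – Tris buffer pH 8.0, NaCl, Pluronic · Schedule – preincubation 30 min plus labeling 45 min at 25 °C · Measured by – fluorescence polarization · Measure – % inhibition · Controls – DMSO and no-protein wells · Replicates – one well per compound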
zfTRPN1 agonist: zebrafish TRPN1 channel agonists, primary screen, cell-based, HEK293, calcium fluorescence. AID 1424, 2008. 0.18% of 220,000 active. HEK293 zebrafish TRPN1-YFP, Fluo-8 calcium fluorescence; 100% = response to 87 µM carbachol. transient receptor potential cation channel N1 (TRPN1/NompC), Danio rerio. activation, % at 3 µM;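 active = activation above its plate's cutoff, the mean activation of test wells on that plate plus 3 SD, cut at about 19% in these data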;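 also: 0% = DMSO alone and 100% = 87 µM carbachol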
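Assay system: Zebrafish TRPN1-YFP in HEK293 cells | Incubation: Dye loading 1 h at 37 °C, then 30 min room temperature | Measured by: Kinetic Fluo-8 fluorescence, ex 470-495, em 515-575 nm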
CHOP inh: inhibitors of CHOP promoter induction, primary screen, cell-based, unfolded protein response, luciferase reporter; CHO-K1 CHOP-promoter luciferase, tunicamycin-induced, 15-18 h; AID 2732, 2010; 3.8% of 220,000 active; inhibition, % at 10 µM;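 active = compounds that reduced the stress-induced luciferase reporter signal by more than about 70% of percent inhibition, limit read from the data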;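 also: 0% = tunicamycin plus vehicle and 100% = wells without tunicamycin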
TRPML3 agonist: human TRPML3 channel agonists, primary screen, cell-based, HEK293 TRPML3-YFP, Fluo-8 calcium fluorescence, 3 µM; Mucolipin-3 (Homo sapiens), Q8TDD5; 100% = the carbachol control signal; activation, % at 3 µM; 0.29% of 220,000 active; AID 1448, 2008;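 active = activation above its plate's cutoff, the mean activation of the plate's test wells plus 3 SD, cut at about 12% in these data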;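 also: 0% = DMSO only wells and 100% = carbachol wells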
Target sequence (Q8TDD5 whole entry, looked up): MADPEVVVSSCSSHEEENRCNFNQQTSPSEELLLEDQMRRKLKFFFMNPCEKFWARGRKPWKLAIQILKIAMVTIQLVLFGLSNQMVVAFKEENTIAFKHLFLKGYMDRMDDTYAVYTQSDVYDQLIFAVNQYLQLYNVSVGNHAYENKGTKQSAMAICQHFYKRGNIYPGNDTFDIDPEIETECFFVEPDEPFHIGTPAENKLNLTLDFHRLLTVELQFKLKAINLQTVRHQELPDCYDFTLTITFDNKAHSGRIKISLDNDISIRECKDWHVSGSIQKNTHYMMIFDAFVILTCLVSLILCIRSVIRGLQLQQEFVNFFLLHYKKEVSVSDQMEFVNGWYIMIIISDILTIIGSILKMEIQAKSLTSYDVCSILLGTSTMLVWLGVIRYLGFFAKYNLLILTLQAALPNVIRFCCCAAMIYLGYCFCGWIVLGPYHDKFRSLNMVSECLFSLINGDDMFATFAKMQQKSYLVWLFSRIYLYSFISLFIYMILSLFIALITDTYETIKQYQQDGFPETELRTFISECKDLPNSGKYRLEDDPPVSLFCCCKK
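system = HEK293 cells stably carrying human TRPML3-YFP | doses = one concentration, 3 µM nominal, 0.3% DMSO | timing = dye loading 1 h 37 °C then 30 min ambient, 125 s read | detection = Fluo-8 calcium dye fluorescence, ex 470-495, em 515-575 nm | benchmarks = high control carbachol 87 µM, low control DMSO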
* = called active by the depositor.

nr	compound	Ba/F3 V617F tox	BaF3 parental	TNF necrop inh	PPC-1+TRAIL kill	Wee1 stabilizer	RBBP9 inhibitor	zfTRPN1 agonist	CHOP inh	TRPML3 agonist
1	O=C(NC1CCCC1)c1sc(=S)n2c1[nH]c(=O)c1ccccc12	-3	0	-0.7	-20	0	1	2.1	9	0.2
2	CC(=O)CSc1nc(N(C)C)nc(N(C)C)n1	0	-2	-1.2	10	-2	-5	-0.7	-15	0.7
3	O=C(Nc1ccc(CN2CCS(=O)(=O)CC2)cc1)c1ccc(C(F)(F)F)cc1	4	4	-17	14	-2	0	11	6	3.7
4	COc1ccc(C2C(C(=O)Nc3cccc(C)n3)c3ccccc3C(=O)N2C)cc1OC (centres undefined)	1	3	-0.6	2	5	-5	0.1	20	0.9
5	CC(=C/c1ccc(C(C)C)cc1)/C=N/NC(=O)CSc1ccccn1	2	9	3.4	0	2	-9	-0.2	92*	0.1
6	Cc1ccnc(NC(=O)CCC(=O)N(CC(=O)NC(C)(C)C)C2CCCC2)c1	-6	-2	-0.4	36	1	-4	-0.6	9	0.2
7	COc1cccc(NC(=O)Cn2cnc3sc(C)c(S(=O)(=O)N4CCCCC4)c3c2=O)c1	-2	4	-0.4	15	0	-6	-1.1	5	0.4
8	CN(C)S(=O)(=O)c1ccc(N2CCCC2)c(C(=O)Nc2nc(-c3ccc(F)cc3)cs2)c1	-3	2	2.3	10	6	-1	-1.1	18	-0.1
9	Cc1ccc2c(c1)nnn2C1CCN(S(=O)(=O)c2ccc(C(=O)N(C)C)cc2)CC1	-4	3	-1.5	2	0	1	0.7	12	0.9
10	Cc1ccc(C(C(=O)NC2CCCCC2)N(C(=O)Cc2c[nH]c3ccccc23)c2ccccc2)o1 (centres undefined)	1	1	-6.2	26	3	-7	-0.3	44	-0.9
11	COc1ccc(OC)c(CC(NC(C)=O)C(=O)NC2CCN(c3nnnn3-c3ccccc3)CC2)c1 (centres undefined)	-3	-5	3.0	-5	0	-5	2.5	-16	0.7
12	CCOC(=O)N1CCN(C(=O)CSc2nc(CC)nc3c2c(=O)n(C)c(=O)n3C)CC1	0	-3	-0.6	6	4	0	2.3	12	1.0

As a short view, part of the list above.
nr	compound	Ba/F3 V617F tox	BaF3 parental	TNF necrop inh	PPC-1+TRAIL kill	Wee1 stabilizer	RBBP9 inhibitor	zfTRPN1 agonist	CHOP inh	TRPML3 agonist
7	COc1cccc(NC(=O)Cn2cnc3sc(C)c(S(=O)(=O)N4CCCCC4)c3c2=O)c1	-2	4	-0.4	15	0	-6	-1.1	5	0.4
8	CN(C)S(=O)(=O)c1ccc(N2CCCC2)c(C(=O)Nc2nc(-c3ccc(F)cc3)cs2)c1	-3	2	2.3	10	6	-1	-1.1	18	-0.1
9	Cc1ccc2c(c1)nnn2C1CCN(S(=O)(=O)c2ccc(C(=O)N(C)C)cc2)CC1	-4	3	-1.5	2	0	1	0.7	12	0.9
10	Cc1ccc(C(C(=O)NC2CCCCC2)N(C(=O)Cc2c[nH]c3ccccc23)c2ccccc2)o1 (centres undefined)	1	1	-6.2	26	3	-7	-0.3	44	-0.9
11	COc1ccc(OC)c(CC(NC(C)=O)C(=O)NC2CCN(c3nnnn3-c3ccccc3)CC2)c1 (centres undefined)	-3	-5	3.0	-5	0	-5	2.5	-16	0.7
12	CCOC(=O)N1CCN(C(=O)CSc2nc(CC)nc3c2c(=O)n(C)c(=O)n3C)CC1	0	-3	-0.6	6	4	0	2.3	12	1.0

New compounds follow:
nr	compound	Ba/F3 V617F tox	BaF3 parental	TNF necrop inh	PPC-1+TRAIL kill	Wee1 stabilizer	RBBP9 inhibitor	zfTRPN1 agonist	CHOP inh	TRPML3 agonist
13	c1ccc2c(c1)[nH]c1c(N3CCOCC3)ncnc12	0	2	-2.0	3	-1	-5	3.1	0	1.1
14	O=C(NCc1ccco1)c1cc2cc3ccc(Cl)cc3nc2o1	-1	5	-2.7	25	1	-4	-1.4	80*	1.1
15	FC(F)(F)c1ccccc1-n1c(CN2CCCCC2)n[nH]c1=S	0	-14	1.5	4	-2	0	0.4	20	0.3
16	CC(CN1CCCCC1)OC(=O)c1ccc(Cl)cc1 (centres undefined)	-1	-2	-3.0	-10	-3	-6	1.7	9	0.2
17	CN1CCN(c2nc3c(c(=O)n(C)c(=O)n3C)n2CC(=O)C23CC4CC(CC(C4)C2)C3)CC1	1	7	-0.7	2	1	5	2.0	21	1.3
18	O=C(NC(NC(=S)Nc1ccc(Cl)cc1Cl)C(Cl)(Cl)Cl)c1cccc([N+](=O)[O-])c1 (centres undefined)	1	8	-20	20	0	-68	12	67	4.2
19	COc1ccc(NS(=O)(=O)c2cc(NC(=O)c3ccccc3F)ccc2N2CCCC2)cc1	-4	-1	2.0	-4	14*	3	-3.2	16	-1.0
20	CCOCCCNC(=O)c1ccc(Br)cc1	-1	1	-0.2	14	1	-1	-0.5	-38	0.2
21	O=C(c1cc([N+](=O)[O-])ccc1N1CCN(S(=O)(=O)c2ccc(Cl)c(Cl)c2)CC1)N1CCOCC1	7	10	1.3	9	-1	-4	-2.3	8	1.4
22	Cc1ccc(N(C(=O)CCC(=O)Nc2cc(C)on2)C(C(=O)NC2CCCC2)c2ccccc2)cc1 (centres undefined)	-3	0	-0.4	13	4	-5	-0.5	9	0.4
23	CCOC(=O)C1CCN(c2ncnc3c2oc2ccccc23)CC1	0	3	-1.9	-9	-3	-5	3.3	56	1.6
24	CNc1nc(NCCOC23CC4CC(CC(C4)C2)C3)nc(OCC(F)(F)F)n1	-3	-1	1.0	40	-2	-5	-1.6	44	-0.5
25	c1ccc(C2COC(c3cccs3)=N2)cc1 (centres undefined)	2	10	26	6	-2	-6	0.2	15	-0.5
26	Cn1nnc2cc(C(=O)N3CCCCCC3)ccc21	-2	7	-0.7	19	0	-7	-0.5	8	0.7
27	COc1ccccc1-c1nnc(SC2CCc3ccccc3NC2=O)s1 (centres undefined)	0	1	0.7	9	-2	0	0.3	16	0.5
28	COc1ccc(S(=O)(=O)N(c2onc(C)c2Cl)S(=O)(=O)c2ccc(OC)c(OC)c2)cc1OC	1	9	-2.7	-6	-1	-3	1.4	-13	0.6
29	O=C(Nc1ccccc1)Nc1nnc(-c2ccccc2)s1	-3	-3	5.7	0	0	-4	0.8	-13	1.0
30	O=C(COC(=O)c1cccs1)NCCC1=CCCCC1	0	3	0.3	5	2	3	0.1	17	0.0
31	Cc1nc(SCC(=O)CC(=O)OC(C)C)c(C#N)c(C)c1C	-3	0	0.1	6	-1	0	-0.7	0	-0.1
32	CCCn1c(SCC(=O)c2ccc3c(c2)OCCO3)nc2c1c(=O)n(C)c(=O)n2C	-1	3	-0.9	3	-1	-1	0.3	30	0.9
33	Cc1onc(C(=O)N2C(C)CCCC2C)c1[N+](=O)[O-] (centres undefined)	4	12	0.9	-3	2	-3	1.6	21	0.6
34	COc1ccc(NC(=O)c2cc(C)on2)cc1OC	8	7	-1.1	21	0	6	-1.7	37	0.3
35	CC(C)N1CCC(N2CCN(C3CCCC3)CC2CCO)CC1 (centres undefined)	0	7	-0.3	10	1	-8	1.4	38	1.0
36	Cc1nn(-c2ccccc2)c2c1cc1c(=O)n(C)c(=O)nc-1n2-c1ccccc1F	1	0	5.0	-17	-1	4	1.4	8	0.3
37	Cn1c(=O)c2c(ncn2CCCC(=N)N2CCOCC2)n(C)c1=O	-2	3	0.3	35	0	-4	1.1	10	0.6
38	CCNS(=O)(=O)c1ccc2c3c(cccc13)C(=O)N2	1	4	-2.7	11	-1	-10	0.2	23	-0.1
39	Cc1cc(NC(=O)COC(=O)c2n[nH]c3ccccc23)no1	1	8	-0.7	-6	5	-8	0.5	9	0.5
40	c1ccc(CSc2snnc2-c2ccccc2)cc1	1	4	-2.1	3	-2	-9	0.3	-36	-1.2
41	CCn1c(SCC(=O)NCc2cccs2)nnc1-c1cccs1	4	2	0.5	19	4	-6	-0.6	8	0.1
42	COCc1c(C(=O)OC)nnn1-c1ccc(C(F)(F)F)cc1[N+](=O)[O-]	1	1	0.3	6	-1	-8	0.9	11	1.4
43	O=C(Nc1ccc2ccccc2c1)C(=O)C1C(=O)Nc2ccccc21 (centres undefined)	-3	1	0.3	-1	-3	-3	1.4	-5	-0.7
44	C=CCc1cccc2cc(C(=O)N3CCN(C(=O)OCC)CC3)c(=O)oc12	-4	0	-1.4	-5	1	-3	-0.1	19	0.2
45	O=C(NCc1ccco1)c1ccc2snnc2c1	-4	1	2.7	19	0	6	-0.3	22	0.7
46	Cc1ccc(C(=O)O)cc1NC(=O)Nc1ccc2c(c1)OCO2	4	11	-0.8	3	0	0	2.0	-16	0.2
47	COc1cccc(C2CC(=O)NC3=C2C(=O)CCC3)c1 (centres undefined)	-2	2	-3.2	12	-1	-4	-0.8	11	0.4
